# EphA4 KYL inhibition: inhibitors of EphA4 binding to KYL peptide, primary screen, biochemical, colorimetric, mouse EphA4 (AID 689); EphA4-AP binding to KYL peptide, pNPP A405; higher % means a stronger effect; inhibition, % at 10 µM, or IC50 in µM where a hit was titrated; actives 0.1% (n = 62,000); in the data active = a potency from the dose series; inactive = the rest, 99 in 100 with inhibition below about 22%
# * hit, by the source's call.
SMILES,EphA4 KYL inhibition
O=C(CN1C(=O)C2C3C=CC(C3)C2C1=O)Nc1ccc(C(=O)O)cc1 (stereo not given),-6%
CCC(C)NC(=O)c1c(N)n(/N=C/c2cccs2)c2nc3ccccc3nc12 (stereo not given),4%
N#Cc1nc(COc2ccc(Br)cc2)oc1N1CCCCCC1,-1%
CCN(CC)S(=O)(=O)c1ccc2c(c1)nc(CCC(=O)OCc1c(C)noc1C)n2C,-5%
Cc1ccc(N(C)C(=O)C2CCN(S(=O)(=O)c3ccc4c(c3)oc(=O)n4C)CC2)cc1,4%
CCOc1ccc(NC(=O)c2cc3cc(OC)ccc3oc2=O)cc1,4%
CCn1c(SCC(=O)N2CCCc3ccccc32)nc2ccccc2c1=O,-7%
COc1ccc(C2CC(=O)N3CN(c4ccccc4F)CSC3=C2C#N)cc1OC (stereo not given),-5%
CC(=O)Nc1cccc(-c2nc3ccc(NC(C)=O)cc3[nH]2)c1,4%
O=C(NCCCN1CCOCC1)c1cc2cc(Br)ccc2oc1=O,-6%
COc1cccc(C2N(c3ccc(Cl)c(Cl)c3)C(=O)C3CCCN32)c1OC (stereo not given),-2%
O=C(NNC1CC(=O)N(c2ccc3c(c2)OCCO3)C1=O)c1ccccc1 (stereo not given),-8%
CCc1ccc(N2CC(C(=O)Nc3ccc(Br)cc3)CC2=O)cc1 (stereo not given),-3%
CCCOc1ccc(N2C(=O)CC(S/C(N)=N/N=C(\C)c3cccs3)C2=O)cc1 (stereo not given),-12%
Nc1nonc1C(=O)NCCc1ccccc1,-6%
CCOC(=O)CC(=O)CSc1ccc2nnc(-c3ccc(C)cc3)n2n1,-12%
Cc1cccc(Cn2c(N3CCN(c4ccccc4)CC3)nc3c2c(=O)n(C)c(=O)n3C)c1,0%
CCC(=O)Oc1ccc(C(=O)Nc2cccc(C(=O)c3ccccc3)c2)cc1,-6%
CCCCC(=O)N1CCCC(c2nc3c(nnn3Cc3cc(C)ccc3C)c(=O)[nH]2)C1 (stereo not given),-6%
Cc1ccccc1/C=N\NC(=O)c1csnn1,-14%
COc1ccc(-n2nc3c(c2NC(=O)c2ccc(Br)cc2)CS(=O)C3)cc1 (stereo not given),-15%
O=C(COc1ccc2ccccc2c1)Nc1ccc(Cl)cc1,-3%
CC(C)OC(=O)c1cccc(C(=O)Oc2ccc(Br)cc2)n1,-21%
O=C(COC(=O)C1CCCCC1C(=O)N1CCc2ccccc21)NCc1ccco1 (stereo not given),10%
C=C(C)c1cccc(C(C)(C)NC(=O)Nn2cnnc2)c1,-3%
O=C(O)/C=C/c1ccc(-c2ccc(Cl)c(Cl)c2)o1,19%
COc1ccc(OC)c(NC(=O)CC(Cc2ccccc2OC)C(=O)O)c1 (stereo not given),-12%
Cc1cccc2cc(COC(=O)C(C)C)c(=O)[nH]c12,-7%
CCCC(=O)NS(=O)(=O)c1ccc(NS(=O)(=O)c2ccc(C)cc2)cc1,-11%
COC(=O)C1=C(N)n2c(s/c(=C\c3cccnc3)c2=O)=C(C(=O)OC)C1c1cccnc1 (stereo not given),11%
C=C(C)CSc1nc(N)c2c3c(sc2n1)CCC3,-9%
Cc1cc(NC(=O)CS(=O)(=O)c2cn(Cc3ccc(F)cc3)c3ccccc23)no1,-3%
Cc1ccc2c(c1)C(C)(C)[C@]1(C)NC(=O)CCN21,-6%
O=C1c2cccnc2C(O)N1C1CCCCC1 (stereo not given),-10%
COc1ccc(OC)c(N(CC(=O)Nc2ccc3c(c2)OCCO3)S(C)(=O)=O)c1,-10%
O=C(NC(Cc1ccccc1)c1nc2ccccc2[nH]1)C1CC(=O)N(c2ccc3c(c2)OCCO3)C1 (stereo not given),-6%
COc1cc(/C=C(/C#N)c2nc3ccccc3[nH]2)ccc1OCC(=O)Nc1ccccc1C,-4%
COc1ccccc1NC(=O)C(NC(=O)OC(C)(C)C)C(C)OCc1ccccc1 (stereo not given),-25%
COCCNC(=O)c1onc(CCl)c1C(=O)OC,-3%
O=C(O)CSc1nnc(Cn2nnc3ccccc32)n1CCc1ccccc1,-7%
CCCCNC(=S)NNC(=O)c1csc2ccccc12,-8%
O=C(c1cnn(-c2ccccc2)c1)c1ccc2ccccc2c1O,-2%
COC(=O)c1nc2nc(C)cc(=O)n2[nH]1,-8%
COc1ccc(Cn2c(CCC(=O)N3CCN(c4ccccn4)CC3)nc3ncccc3c2=O)cc1,8%
O=c1[nH]c2ccccc2c(=O)n1Cc1ccco1,-8%
COc1cc(C(=O)Nc2cccc(-c3nc4ccccc4o3)c2C)cc(OC)c1OC,-7%
O=C(Cc1ccccc1)NNC(=O)c1cccs1,-5%
CCN(CC)C(=O)C1CCCN(C(=O)Nc2ccc3nsnc3c2)C1 (stereo not given),1%
O=C(CCCn1c(=S)[nH]c2ccccc2c1=O)N1CCOCC1,6%
CCOc1ccc(-c2nn(-c3ccccc3)cc2/C=C2\SC(=S)N(CCOC)C2=O)cc1,24%
O=C(COc1ccc2c3c(c(=O)oc2c1)CCC3)NC1CCCCC1,14%
COc1ccc2[nH]c(C(=O)O)c(CCNC(C)=O)c2c1,-8%
O=C(O)c1ccc(Br)c(S(=O)(=O)N2CCCC2)c1,8%
CCCCN(Cc1ccco1)C(=O)c1cc2c(=O)[nH]c3ccc(C)cc3c2s1,-11%
COc1ccc(-n2nnnc2-c2cn(C)nc2C(F)(F)F)cc1,-13%
COc1cccc(N2C(=O)C3CCCN3C2c2ccc(Cl)cc2)c1 (stereo not given),2%
CCOC(=O)CSc1nnc(CSc2nc3ccccc3s2)n1C,-3%
COC(=O)C1=CN(C)C=C(C(=O)OC)C1c1ccc(Cl)cc1Cl,8%
CC(C)(C)c1ccc(C(=O)N2CCN(c3nc4ccccc4o3)CC2)cc1,-2%
Cc1c(C)c2ccc(OCC(=O)C(C)(C)C)cc2oc1=O,-14%

# Grouped by structure, those above with a tert-butyl group.
SMILES,EphA4 KYL inhibition
COc1ccccc1NC(=O)C(NC(=O)OC(C)(C)C)C(C)OCc1ccccc1 (stereo not given),-25%
CC(C)(C)c1ccc(C(=O)N2CCN(c3nc4ccccc4o3)CC2)cc1,-2%
Cc1c(C)c2ccc(OCC(=O)C(C)(C)C)cc2oc1=O,-14%

# (next part)
SMILES,EphA4 KYL inhibition
O=C(COc1ccc(Cl)cc1)OCC(=O)N1CCCC1,-12%
Cc1cc(NC(=O)CSc2nnc(-c3ccncc3)n2N)ccc1Br,-2%
Cc1ccc(-n2nc(C)c(-c3cccc([N+](=O)[O-])c3)c2C)cc1C,2%
CCOc1ccc(S(=O)(=O)NCCSc2ccccc2)cc1,-11%
COc1ccc(-n2cnc3c(cnn3CCC#N)c2=N)cc1,4%
CCOc1cc2[nH]c(=O)n(CCC(=O)NCc3ccc(OC)cc3)c(=O)c2cc1OCC,-6%
CN1C=CC=C/C1=C(\C#N)c1nc2ccccc2[nH]1,6%
O=C1c2ccccc2NC(c2ccc(F)cc2)N1Cc1ccco1 (stereo not given),-16%
C/C(NC(=O)c1ccccc1)=C1/C(=O)CC2C1C2(C)C (stereo not given),4%
Cc1nc(N2CCN(C(c3ccccc3)c3ccccc3)CC2)[nH]c(=O)c1C,-17%
CCOc1ccc(-c2c[n+](=O)c3c(n2[O-])CCCC3)c(OCC)c1,-4%
Cc1ccc(-n2cc3c(=O)n(C)c(=O)n(C)c3c2)cc1C,-6%
CCCCSc1nnc(-c2cc3c(C(F)(F)F)nn(C)c3s2)n1C,-13%
c1csc(C2=Nn3c(nnc3-c3ccncc3)SC2)c1,6%
CNC(=O)C1C2C=CC3(O2)C1C(=O)N(CCOC)C3C(=O)NCc1ccc(OC)cc1 (stereo not given),-4%
CCCN(c1ccc(OCC)cc1)S(=O)(=O)c1ccc2c(c1)CCN2C(=O)CCC(=O)O,-9%
CN=C(C)c1c(O)c2ccccc2oc1=O,-9%
O=C(CCCSc1nnnn1-c1cccc2ccccc12)c1ccc(F)cc1,10%
O=C(OCCNC(=O)c1ccc2ccccc2n1)c1ccc(F)cc1,-9%
CC(=O)N(CC1CCCO1)c1nnc(-c2ccccn2)s1 (stereo not given),-8%

# Ordered by value in EphA4 KYL inhibition (high to low): 5 of the compounds above
SMILES,EphA4 KYL inhibition
COc1ccc(-n2cnc3c(cnn3CCC#N)c2=N)cc1,4%
Cc1cc(NC(=O)CSc2nnc(-c3ccncc3)n2N)ccc1Br,-2%
CNC(=O)C1C2C=CC3(O2)C1C(=O)N(CCOC)C3C(=O)NCc1ccc(OC)cc1 (stereo not given),-4%
Cc1ccc(-n2cc3c(=O)n(C)c(=O)n(C)c3c2)cc1C,-6%
Cc1nc(N2CCN(C(c3ccccc3)c3ccccc3)CC2)[nH]c(=O)c1C,-17%

# Rewritten bar-delimited: five of the compounds above.
Compound | EphA4 KYL inhibition
CN1C=CC=C/C1=C(\C#N)c1nc2ccccc2[nH]1 | 6%
O=C(OCCNC(=O)c1ccc2ccccc2n1)c1ccc(F)cc1 | -9%
Cc1ccc(-n2cc3c(=O)n(C)c(=O)n(C)c3c2)cc1C | -6%
O=C1c2ccccc2NC(c2ccc(F)cc2)N1Cc1ccco1 (stereo not given) | -16%
CN=C(C)c1c(O)c2ccccc2oc1=O | -9%

# More records
SMILES,EphA4 KYL inhibition
C/C(=N\N1CCN(Cc2ccc(C)cc2)CC1)c1ccncc1,-12%
CCOc1ccc(Cn2nnc(C(=O)NCc3ccccc3)c2N)cc1,6%
CCOC(=O)CC(=O)CSc1nc2c(cc1C#N)CCC2,-9%
O=C(OCc1csc(-c2ccccc2)n1)c1cccs1,-9%
Cc1cc(C)n(-c2ccc(C(=O)OCc3nnc(-c4ccccc4)o3)cc2)n1,-1%
C=C(C)CSC1=C(C#N)C(c2ccccc2Cl)CC(=O)N1 (stereo not given),-20%
CSc1nc(SCC(=O)NCc2ccco2)c2c3c(sc2n1)COC(C)(C)C3,2%
O=C(CSc1nnc(C2CCCCC2)n1Cc1ccccc1)NCc1ccco1,1%
CC1=NOC(=O)/C1=C\c1ccc(-c2cccc(Cl)c2)o1,13%
O=C(COc1ccccc1)N1CCN(C(=O)c2cccs2)CC1,-66%
CCn1c(SCC(N)=O)nc2ccccc2c1=O,-8%
CCOCCCNC(=O)CNC(=S)N(Cc1ccccc1F)C1CCCCC1,2%
Cc1ccc2c(C)[n+](C)ccn12,-2%
O=C(c1cc(-c2ccco2)on1)N1CCOCC1,-15%
CCCCNC(=O)NC(C(=O)OC)C12CC3CC(CC(C3)C1)C2 (stereo not given),0%
COc1ccc(-c2csc(NC(=O)c3cccc(S(=O)(=O)N4CCN(C)CC4)c3)n2)cc1,-2%
Cc1ccc(C(=O)NCCN2Cc3ccccc3C2=O)cc1,-4%
CCOC(=O)c1c(-c2ccccc2)oc2c([N+](=O)[O-])cc([N+](=O)[O-])cc12,2%
CCCCNC(=O)C(CCC(=O)OCc1ccccc1)NC(=O)Cc1ccccc1 (stereo not given),-4%
N#Cc1cc2c(nc1SCC(O)CS(=O)(=O)Cc1ccc(Cl)cc1)CCCC2 (stereo not given),-5%
CCOC(=O)CNc1c(N2CCN(c3ccccn3)CC2)c(=O)c1=O,3%
CC(=O)c1ccc(Oc2cc(C)nc(NCc3ccccc3)n2)cc1,5%
CC(=O)Nc1ccc(C(=O)Nc2ccc3c(c2)OCO3)cc1,-5%
Cc1onc(-c2c(F)cccc2Cl)c1C(=O)OCN1C(=O)c2ccccc2C1=O,-7%
C[C@@H]1O[C@@H](Nc2cccc3ccccc23)[C@H](O)[C@H](O)[C@H]1O,-9%
CC(Oc1ccc(Cl)cc1Cl)C(=O)NCCCN(C)C (stereo not given),-2%
CCOC(=O)c1sc(NC(=O)c2ccc(S(=O)(=O)N(CC)CC)cc2)nc1C,-10%
O=C(Nc1nnc(CSCc2ccccc2)s1)c1cccc2ccccc12,-14%
Cc1ccc(S(=O)(=O)NCC2CCC(C(=O)O)CC2)cc1 (stereo not given),2%
CC(C)(C)c1nnc2sc(SC/C(O)=C(\C#N)c3nc4ccccc4[nH]3)nn2c1=O,28%
CS(=O)(=O)N(Cc1nnc(-c2cccs2)o1)c1ccc(Cl)cc1F,9%
COc1ccccc1NC(=O)CSc1ccc2nnc(-c3ccncc3)n2n1,-9%
COc1ccc(C(=O)Nc2cc(Cl)ccc2OC(=O)c2ccc(OC)cc2)cc1,4%
O=C(COC(=O)c1cncc(Br)c1)NCc1ccco1,-13%
CC1CCC(NC(=O)Cn2cc3c(n2)CCCC3)CC1 (stereo not given),1%
COC(=O)C1C2C=CC3(CN(c4cccc(Cl)c4)C(=O)C13)O2 (stereo not given),-7%
Cc1ccc(S(=O)(=O)NC(=O)NCCCCNC(=O)NS(=O)(=O)c2ccc(C)cc2)cc1,-5%
COc1ccc(NC(=O)/C(Cl)=C(/Cl)S(=O)(=O)Cc2ccc(C)cc2)cn1,-3%
Cc1cccc(C2Nc3cccc4cccc(c34)N2)c1,-12%
COc1ccc(OC)c(S(=O)(=O)Nc2cccnc2)c1,-40%
O=C1CCCN1CN1CCCCC1,-8%
O=C(Nc1cc(Cl)ccc1O)c1cnn2c1NC(c1ccc(Br)cc1)CC2C(F)(F)F (stereo not given),-10%
Cc1oc2cc(Br)c(OS(C)(=O)=O)cc2c1C(=O)OC(C)C,-4%
COc1ccc2nc(N=Nc3ccc(N(C)C)cc3)sc2c1,-8%
COc1ccc(OCC(=O)Nc2sc3c(c2C(N)=O)CCCC3)cc1,6%
COc1cccc(NC(=O)N2CCC(C(N)=O)(N3CCCCC3)CC2)c1,-6%
c1ccc(COCCN2CCN(CCOCc3ccccc3)CC2)cc1,0%
OCCNC1=NCCN1,-9%
O=C(O)c1ccc2c(c1)C(=O)N(c1ccc(Cl)c([N+](=O)[O-])c1)C2=O,3%
O=S(=O)(c1ccccc1)c1nc(-c2ccccc2Cl)oc1NCCN1CCOCC1,0%
COc1ccc(S(=O)(=O)N2CCN(C(=O)c3c(-c4ccccc4)noc3C)CC2)cc1,-10%
COc1ccc(CNC(=O)CS(=O)Cc2nc(-c3ccccc3C)oc2C)cc1 (stereo not given),-8%
Cc1ccc(NC2=NCCCCC2)cc1,-7%
Cc1ccc(CNC(=O)C2CC(c3cccc([N+](=O)[O-])c3)=NO2)cc1 (stereo not given),2%
Cc1cc(C)nc(/N=c2/ssnc2Cl)c1,-5%

# These rows are one share of the data. The share of hits here may be higher or lower than overall.
